# UDG counterscr: counter-screen for AID inhibitors: uracil-DNA glycosylase inhibition | FRET deamination/UDG coupled assay, UDG read, 4 h | Potency, µM (titrated, usually from 115 µM), for the others: at the top dose activity change, negative = inhibition, hits mostly inhibitors | 91,000 compounds, 0.14% hits | AID 1347430; note: nearly all actives have a fitted effect of over 65% in size
# AID inh: activation induced cytidine deaminase inhibition. AID deamination FRET fluorescence, UDG-coupled, 4 h. 91,000 compounds, 0.32% hits. Potency, µM (doses to about 115 µM), inactives show at the top dose activity change, negative = inhibition, usual class: inhibitors. AID 1347428; note: nearly all actives have a fitted effect of over 25% in size
# Target sequence (Q9GZX7 whole entry, looked up): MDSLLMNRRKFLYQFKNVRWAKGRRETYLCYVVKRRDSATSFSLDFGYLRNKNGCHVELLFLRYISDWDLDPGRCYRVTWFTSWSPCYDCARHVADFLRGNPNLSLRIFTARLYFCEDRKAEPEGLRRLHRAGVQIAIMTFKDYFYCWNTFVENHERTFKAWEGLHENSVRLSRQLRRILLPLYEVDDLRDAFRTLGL
# Active calls of the source: *; ? = inconclusive; & = joins results of further samples; [ ] = another dose, or the depositor's remark. Calls come from the whole dose curve; as a rule, active = well fitted curve in the direction sought with a large enough effect; inconclusive = small, poorly fitted or top-dose-only effect, or another doubt; inactive = no such curve, though single readings can be large; an effect the other way counts as inactive or inconclusive. % is set by controls: 0 for no effect and ±100 for the full control effect; potency is the fitted concentration of half-maximal effect. A portion of the library; the hit share may differ from the screen's.
SMILES,UDG counterscr,AID inh
Cc1ccc(C(C)NC(=O)CC2(C(=O)O)CCCCC2)o1 (configuration not stated),1%,6%
COc1cccc(CN2C(=O)CN(C3CCCCC3)C(=O)C2c2ccc(OC(C)C)c(OC)c2)c1 (configuration not stated),-11%[57.5 µM],?
Cc1cccc(NC(=O)CSc2nc3c(oc4ccccc43)c(=O)n2-c2ccc(F)cc2)c1,10%,?
Cc1cccc(CNC(=O)CS(=O)(=O)c2cccc3nsnc23)c1,-11%,13%
CCn1c(SCC(=O)N2CCc3ccccc32)nnc1C(C)NC(=O)c1ccccc1F (configuration not stated),4%,-8%
O=C(CCc1ccccc1)NCC1CCCO1 (configuration not stated),2%,2%
COc1ccc(SC(C)C(=O)NCc2ccnc(N3CCOCC3)c2)cc1 (configuration not stated),4%,4%
O=C(CC12CC3CC(CC(Br)(C3)C1)C2)OCc1cc([N+](=O)[O-])cc2c1OCOC2,5%,-4%
O=C(NCC(F)(F)F)C1CCN(C(=O)/C=C/c2ccccc2)CC1,1%,-3%
CSc1nn(Cc2ccc(F)cc2)c(N)c1S(=O)(=O)c1ccc(Cl)cc1,-24%,?
Cn1c(=O)c2c(nc(/C=C/c3cccc(Cl)c3)n2C)n(C)c1=O,4%,3%
Cn1cnc2c1c(=O)n(CCCSCc1c(F)cccc1Cl)c(=O)n2C,-3%,-12%
CCOC(=O)c1c(C)oc(NC(=O)c2cc(-c3ccc(OC)cc3)on2)c1C#N,4%,3%
O=C(c1ccc(F)cc1)n1nc(-c2ccccc2)nc1NCc1ccc(F)cc1,1%,-17%
CCC(C)(C)c1ccc(Oc2ccc(NC(=O)/C=C/c3ccc(Cl)cc3Cl)cc2)cc1,-6%,-7%
O=C(CSc1n[nH]c(-c2ccccc2Cl)n1)NCCCc1ccccc1,0%,0%
C#CCOC(=O)C[N+](C)(C)CC#Cc1ccccc1,2%,-4%
COc1ccc(C2=NS(=O)(=O)N(C)C(C(=O)NC(C)C)=C2)cc1OC,-9%,-8%
CCC(C)NC(=O)Cn1c(-c2ccc(F)cc2)nc(C)cc1=O (configuration not stated),3%,5%
Cc1cc(OCC(=O)Nc2ccccc2N2CCN(S(C)(=O)=O)CC2)cc(C)c1Cl,-11%,-9%
COc1ccccc1N(CC(=O)NCCSCc1ccccc1)S(=O)(=O)c1ccc(C)cc1,1%,-5%
CC(C)CSc1nnc(-c2c[nH]c3ccccc23)n1C1CC1,-7%,0%
COc1ccc2c(c1)c(CC(=O)O)c(C)n2C(=O)c1ccc(Cl)cc1,-2%,-15%
CCc1ccccc1NC(=O)Cn1c(=O)n(-c2ccc(C)cc2)c(=O)c2c1c1cc(C)ccc1n2C,-13%[57.5 µM],4%
O=C(Nc1ccc(F)cc1Cl)C1Cc2ccccc2N1C(=O)c1ccccc1 (configuration not stated),1%,4%

# 3 entries from above, with bars between the fields:
mol | UDG counterscr | AID inh
C#CCOC(=O)C[N+](C)(C)CC#Cc1ccccc1 | 2% | -4%
CSc1nn(Cc2ccc(F)cc2)c(N)c1S(=O)(=O)c1ccc(Cl)cc1 | -24% | ?
CCC(C)NC(=O)Cn1c(-c2ccc(F)cc2)nc(C)cc1=O (configuration not stated) | 3% | 5%

# Returning to the listing with the 2 entries that preceded the break.
SMILES,UDG counterscr,AID inh
CCc1ccccc1NC(=O)Cn1c(=O)n(-c2ccc(C)cc2)c(=O)c2c1c1cc(C)ccc1n2C,-13%[57.5 µM],4%
O=C(Nc1ccc(F)cc1Cl)C1Cc2ccccc2N1C(=O)c1ccccc1 (configuration not stated),1%,4%
Cc1ccc(-c2noc(CN(C(=O)c3ccc(C(C)(C)C)cc3)C(C)C)n2)cc1,-13%,?
Cc1ccc(NC(=O)CCNS(=O)(=O)c2ccc3c(c2)CCN3C(=O)C2CC2)c(Cl)c1,-3%,14%
Cc1c(Cl)ccc2sc(N3CCN(C(=O)C4CC4)CC3)nc12,?,?
Cc1sc(-n2cccc2)c(C(C)NC(=O)Nc2ccccc2Cl)c1C (configuration not stated),-1%,-2%
Cc1ccc(C(=O)OC(C)C(=O)Nc2ccc3c(c2)OCO3)c(O)c1 (configuration not stated),12%,27%
CC(=O)c1c(C)[nH]c(C(=O)C(C)OC(=O)c2cccc(F)c2)c1C (configuration not stated),-1%,4%
CC(C)C(=O)N1CCC(C(=O)NCC2(c3ccc(F)cc3)CC2)CC1,-5%,3%
CCOc1ccc(N(CC(=O)NCc2ccc(C)cc2)S(=O)(=O)c2c(C)noc2C)cc1,-11%,-25%
O=C(Nc1c(NCc2ccccc2)c2ccccc2oc1=O)c1cccc(Cl)c1,3%,5%
CCn1c(C)c(CCC(=O)NCC2CCCO2)c(=O)n2nc(-c3ccccc3OC)cc12 (configuration not stated),-7%,1%
Cc1ccc2[nH]cc(C(C(=O)O)N3CCN(c4ccccc4)CC3)c2c1 (configuration not stated),-2%,2%
CC(=O)c1ccc(NC(=O)c2nc3ccccc3nc2N2CCCCC2)cc1,17%,16%
CCN(c1ccc(NC(=O)CCc2ccccc2)cc1)C(C)C,-9%,-9%
O=C(CN1C(=O)COc2ccccc21)NCCc1ccc(Cl)cc1,-1%[57.5 µM],?
Cc1ccc(NC(=O)c2cc(S(=O)(=O)N3CCOCC3)c(Cl)cc2Cl)cc1,5%&46%,2%&12%
CN(C)CCNc1oc(COc2ccccc2)nc1C#N,-4%,7%
C=C(C)CSc1nc(-c2ccccc2)cc(-c2ccc(OC)cc2)c1C#N,-5%,-13%
COc1ccc(N(C)S(=O)(=O)c2cccc(C(=O)Nc3ccc4oc(C)nc4c3)c2)cc1,-4%,0%
CCOC(=O)c1cccc(NC(=O)CCc2c(C)nn(-c3ccc(N4CCOCC4)nn3)c2C)c1,8%&-2%,1%&3%
O=C(COC(=O)c1cc2c(s1)CCCCC2)NC(=O)NC1CCCC1,0%,-5%
O=C(NCCc1cccc(F)c1)c1ccccn1,1%,4%
O=C(CS(=O)(=O)c1nc(-c2ccc(Cl)cc2)cn1-c1ccccc1)Nc1ccc(F)cc1F,-23%,?
Cc1nc2sc(C(=O)N(C)c3ccccc3)c(NC(=O)c3ccccc3Cl)c2c(C)c1C,0%,-13%
O=C(O)c1c2c(nc3ccc(S(=O)(=O)N4CCC(C(=O)NCc5ccc(Cl)cc5)CC4)cc13)CCCC2,-1%,20%
COc1ccc(CCNC(=O)CCc2c(C)nn(C)c2C)cc1OC,0%,3%
SMILES,UDG counterscr,AID inh
O=C(O)CC1(CC(=O)Nc2ccccc2NS(=O)(=O)c2ccc(F)cc2)CCCCC1,6%,-3%
Cn1nc(C(=O)N2CCN(c3ccccc3F)CC2)c2c1-c1ccccc1SC2,1%[57.5 µM],-13%
CCC(CC)C(=O)Nc1c(C)cccc1C,-13%,-13%
O=S(=O)(c1ccccc1Cl)N1CCN(C/C=C/c2ccccc2)CC1,-12%,-5%
CCCCC(=O)Nc1ccc(-c2nc(-c3ccccc3)co2)cc1,?,-6%
CCc1ccc2[nH]c(C)c(CN(CC)CC)c(=O)c2c1,-2%,4%
O=C(/C=C/c1ccc([N+](=O)[O-])cc1)c1ccc(-c2ccccc2)cc1,8%,-1%
CC(=O)Nc1cccc(C(=O)NCc2ccc3c(c2)CCN3C(C)=O)c1,6%,26%
O=C(CCSc1ccc(F)cc1)NCc1cccc(Cl)c1,-3%,-8%
N#C/C(=C/c1ccc([N+](=O)[O-])cc1)c1ccc(C(F)(F)F)cn1,-6%,-19%
CN(C)CC/C=C1\c2ccccc2COc2ccccc21,-9%,-6%
Cc1cccc(NC(=O)CSc2nc(=O)n(CCN3CCOCC3)c3c2CCC3)c1C,-1%,11%
CC(C)NC(=O)c1ccc(Cn2c(SCc3ccc(F)cc3)nc3cccnc32)cc1,-2%[57.5 µM],-10%
CS(=O)c1ccc(C(=O)NCc2ccc(-c3nc4ccccc4s3)o2)cc1 (configuration not stated),-2%,73%[activator]
O=C(OCCOc1cccc(Cl)c1)c1cc(=O)c2ccccc2o1,-5%,2%
O=C(NCCc1ccc(Cl)cc1)C1CCOCC1,10%,4%
COC(=O)CNC(=O)c1cc(-c2cccs2)nc2ccccc12,9%,5%
Cc1nc(Nc2ccccc2F)sc1C(=O)Nc1ccccc1,-2%,4%
CCOC(=O)c1ccccc1NC(=O)CN(c1ccccc1)S(=O)(=O)c1ccc(OCC)cc1,-3%,-7%
O=C(Cn1c(=O)n(Cc2ccc(C(=O)NCc3ccc4c(c3)OCO4)cc2)c(=O)c2ccccc21)Nc1ccc(F)cc1F,-4%,-19%
Nc1nc(Cl)nc2c1ncn2[C@@H]1O[C@H](COP(=O)(O)OP(=O)(O)OP(=O)(O)O)[C@@H](O)[C@H]1O,-1%,6%
CC(CNC(=O)CN1C(=O)c2cccnc2Oc2ccc(Cl)cc21)c1ccccc1 (configuration not stated),?,-3%
CC(=O)c1cccc(OCc2coc(-c3cccc(F)c3)n2)c1,2%,-10%
COc1ccc(-c2noc(N3CCN(c4cccc(C)c4C)CC3)n2)cc1OC,-15%[57.5 µM],-3%[57.5 µM]
CC(C)(C)C1CCc2c(sc3nc(-c4cc5cc(Br)ccc5oc4=O)[nH]c(=O)c23)C1 (configuration not stated),0%[57.5 µM],17%

# Single records, from the list above.
# Entry for `COC(=O)CNC(=O)c1cc(-c2cccs2)nc2ccccc12` → UDG counterscr: 9%; AID inh: 5%
# Entry for `Nc1nc(Cl)nc2c1ncn2[C@@H]1O[C@H](COP(=O)(O)OP(=O)(O)OP(=O)(O)O)[C@@H](O)[C@H]1O` → UDG counterscr: -1%; AID inh: 6%
# Entry for `O=C(NCCc1cccc(F)c1)c1ccccn1` → UDG counterscr: 1%; AID inh: 4%

# Additional records:
SMILES,UDG counterscr,AID inh
O=C(NCc1cccnc1)c1cccc2ccccc12,2%,7%
Cc1cccc(C(=O)NCC(O)(c2ccccc2)C(F)(F)F)c1 (configuration not stated),-3%,-2%
CCCn1c2ccccc2c2cnn(CC(=O)NCC3CCN(Cc4ccc(F)cc4)CC3)c(=O)c21,-3%[57.5 µM],-13%
O=C(NCc1ccccc1)c1ccc2c(c1)CCN2S(=O)(=O)c1ccc(Cl)cc1,-9%,?
CCC1c2ccsc2CCN1C(=O)/C=C/c1ccc(C)cc1 (configuration not stated),-11%,-22%
Cc1ccc(-n2ncc(C(=O)NCCN3CCc4ccccc4C3)c2C2CCNCC2)cc1C,7%,199%[activator]
CCOC(=O)c1cc2c(=O)n3ccccc3nc2n(CC2CCCO2)c1=NC(=O)c1ccc(C(C)(C)C)cc1 (configuration not stated),-7%,5%
CCOc1ccc(NCc2cccn2-c2nnc(N3CCC(C(=O)NCc4ccccc4Cl)CC3)s2)cc1,-8%,-12%
Cc1cccc(C(=O)Nc2ccc(NC(=S)NC(=O)c3ccc(Cl)cc3)cc2)c1,8%,0%
COC(=O)CC1Oc2ccc(C)cc2-n2cc(-c3ccc(C)cc3)nc21 (configuration not stated),-10%,5%
CCN(CC)CCCC(C)Nc1ccnc2cc(Cl)ccc12 (configuration not stated),-2%,-1%
CCc1ccc(NC(=O)CSc2nc3ccccc3c(=O)n2CCNC(C)=O)cc1,-28%,-17%
Cn1ncc2c(Nc3cccc4c3CCCC4)ncnc21,-12%,-7%
Cc1ccc(Sc2nc(C)cc(C)n2)cc1,-2%,0%
N#C/C(=C\c1coc2ccccc2c1=O)c1nc2ccccc2[nH]1,0%,7%
CCCNC(=O)NC(=O)CN1CCC(C)CC1,12%,10%
CC(C)(Oc1ccc(Cl)cc1)C(=O)Nc1cccc(-c2cn3cccnc3n2)c1,-13%,-12%
CC(C)(C)c1nnc2sc(-c3cc4ccccc4[nH]3)nn12,2%,0%
CCCCOCCN(C)CC(=O)NCCCOC,-9%,-2%
COc1ccc(C(=O)N2CCC(c3nc4ccccc4s3)CC2)cc1Cl,-5%[57.5 µM],-8%[57.5 µM]
COc1ccc(CNC(=O)[C@@H](NC(=O)N2CCn3c2nc2ccccc23)C(C)C)cc1,0%,-6%
COc1cccc(CNC(=O)c2cc3c(=O)n(C)c4ccccc4c3n2C)c1,3%,10%
CSc1ccc(CCNC(=O)Cn2ncc3c(=O)oc4ccc(C)cc4c32)cc1,-17%,-16%
CCn1c(SCC(=O)Nc2cccc(Br)c2)nc2c(-c3ccccc3)c[nH]c2c1=O,-1%,1%
COC(=O)c1ccc(Cl)cc1NC(=O)N1CC(C)Oc2ccccc21 (configuration not stated),-8%,-15%
SMILES,UDG counterscr,AID inh
CC(C)Cc1nn2c(=O)cc(COC(=O)c3ccccc3NC(=O)C3CCCCC3)nc2s1,-4%,3%
Cc1ccc(Cn2cc(C(=O)NCCCc3[nH]nc(N)c3C#N)c(-c3ccc(C)cc3)n2)cc1,-6%,2%
CC(O)CNC(=O)Nc1sc2c(c1C#N)CC(C)(C)OC2 (configuration not stated),7%,6%
Cc1ccccc1NC(=O)CCS(=O)(=O)c1cc(Br)cc2c1N(C(=O)C1CC1)CC2,-4%,-12%
N#Cc1c(NC(=O)c2ccnn2C(F)F)sc2c1CCCC2,-4%,1%
CCCn1c(=N)c(C(=O)NC2CCCCC2)cc2c(=O)n3cc(C)ccc3nc21,-5%,8%
CCOc1cc(C2C(C(=O)OC)=C(C)NC3=C2C(=O)c2ccccc23)ccc1O (configuration not stated),5%,-15%
CCCNC(=O)COCc1cc(-c2ccc(F)cc2)on1,7%,3%

# Four compounds from above, arranged by the number in AID inh, lowest first.
compound | AID inh
CCOc1cc(C2C(C(=O)OC)=C(C)NC3=C2C(=O)c2ccccc23)ccc1O (configuration not stated) | -15%
Cc1ccccc1NC(=O)CCS(=O)(=O)c1cc(Br)cc2c1N(C(=O)C1CC1)CC2 | -12%
Cc1ccc(Cn2cc(C(=O)NCCCc3[nH]nc(N)c3C#N)c(-c3ccc(C)cc3)n2)cc1 | 2%
CCCNC(=O)COCc1cc(-c2ccc(F)cc2)on1 | 3%

# Bioassay records as filed in PubChem BioAssay.
